# Screens deposited in PubChem by National Center for Advancing Translational Sciences (NCATS).
# FBPA coupling cs = qHTS Assay for Inhibitors of Fructose-1,6-bisphosphate Aldolase from Giardia Lamblia: Coupling assay counterscreen. 290,000 compounds, 0.67% hits. coupling enzyme system counterscreen, AmpLite Red fluorescence. activity change, negative = inhibition, % at 58.2 µM, hits read low; in the data active means activity change below about -30%; further: on the % scale 0 is the no-effect control and ±100 the full control effect
#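 Compounds tested against the coupling enzymes alone at 57.5 uM final; readout was AmpLite Red fluorescence (525/598 nm) after 20 min at RT.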
# NPC1 prom act = qHTS Assay for NPC1 Promoter Activators | Huh7 NPC1 promoter luciferase reporter, 24 h | Potency, µM (titrated, usually from 9.22 µM), for the others: top-dose activation, usual class: activators | 320,000 compounds, 2.4% hits;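 further: potency means the concentration at half of the fitted maximal effect; % of control where 0% means no effect; nearly all actives have a fitted effect of over 60% in size; reporter is driven by a mutant NPC1 promoter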
#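 Quantitative HTS used a cell-based reporter: Huh7 cells stably bearing the NPC1 promoter upstream of luciferase were treated with compounds for 24 h, and promoter activation was read as luminescence.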
# Giardia kill = Small Molecules that selectively kill Giardia lamblia: qHTS. Giardia lamblia trophozoite viability. activity change, % at 7.66 µM, hits read low. 340,000 compounds, 0.15% hits. AID 540267, 2011; in the data active means activity change below about -80%; inconclusive means between about -30% and that limit;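 further: parasites exposed to compound for two days anaerobically before the ATP read; on the % scale 0 is the no-effect control and ±100 the full control effect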
#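 Anaerobic 48 hrs incubation at 37 deg C of 100 trophozoites/well with test compounds; ATPLite 1-Step luminescence, 15-30 min RT, reports cellular ATP as viability.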
# ELG1 genotoxic = qHTS screen for small molecules that induce genotoxicity in human embryonic kidney (HEK293T) cells expressing luciferase-tagged ELG1 | HEK293T ELG1-luciferase reporter, luminescence, 16 h | Potency, µM (titrated, usually from 46 µM), for the others: top-dose activity change, positive = activation, actives largely listed as activators | 330,000 compounds, 1.3% hits | AID 504466, 2011; further: potency means the concentration at half of the fitted maximal effect; % of control where 0% means no effect; nearly all actives have a fitted effect of over 60% in size
#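 Screening used a luciferase reporter fused to human ELG1 in HEK293T cells. Luminescence was read on a CCD plate imager after 16 hr exposure and 30 min ONE-Glo incubation.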
# Tb PFK inh = qHTS Assay to Find Inhibitors of T. brucei phosphofructokinase. ATP-dependent 6-phosphofructokinase (Trypanosoma brucei brucei), O15648. T. brucei PFK, ADP-Glo luminescence. Potency, µM (top dose mostly 57.5 µM), inactives show at the highest dose activity, negative = inhibition, usual class: inhibitors. 330,000 compounds, 0.17% hits. AID 485367, 2010;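 further: potency means the concentration at half of the fitted maximal effect; 0% = uninhibited 1x PFK enzyme wells and -100% = no-enzyme wells; nearly all actives have a fitted effect of over 60% in size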
# Target sequence (O15648 whole entry, looked up): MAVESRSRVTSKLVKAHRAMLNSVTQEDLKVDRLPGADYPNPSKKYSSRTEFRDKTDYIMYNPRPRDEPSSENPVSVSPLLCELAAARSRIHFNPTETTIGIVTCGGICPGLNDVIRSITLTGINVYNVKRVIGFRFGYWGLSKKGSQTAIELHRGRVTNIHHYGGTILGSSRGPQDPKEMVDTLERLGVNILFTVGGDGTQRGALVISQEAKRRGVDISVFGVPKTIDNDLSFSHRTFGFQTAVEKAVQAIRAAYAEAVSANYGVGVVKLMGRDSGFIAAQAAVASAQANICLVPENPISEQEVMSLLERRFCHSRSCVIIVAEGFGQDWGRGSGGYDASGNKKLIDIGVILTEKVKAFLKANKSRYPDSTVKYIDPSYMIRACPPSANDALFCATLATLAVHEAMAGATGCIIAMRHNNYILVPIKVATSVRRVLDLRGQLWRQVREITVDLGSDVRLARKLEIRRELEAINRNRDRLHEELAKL
#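 1.25 nM PFK with 0.5 mM F6P and 0.1 mM ATP in 0.1 M TEA pH 8.0, 5 mM MgCl2, incubated 45 min at room temperature; ADP measured by ADP-Glo luminescence; compounds titrated up to 57 uM.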
# Rab9 promoter act = qHTS Assay for Rab9 Promoter Activators | Huh7 Rab9 promoter-luciferase reporter, luminescence, 24 h | Potency, µM (series often up to 9.22 µM), for inactives: at the highest dose activation, negative = inhibition, usual class: activators | 320,000 compounds, 2.8% hits | AID 485297, 2010; further: potency means the concentration at half of the fitted maximal effect; % of control where 0% means no effect; nearly all actives have a fitted effect of over 60% in size
#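 Using Huh7 cells stably transfected with Rab9 promoter–luciferase, compounds were incubated 24 h at 37 °C, 5% CO2; luciferase luminescence was read 10 min after reagent addition.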
# KCNH2 3.1 inh = qHTS for Inhibitors of KCHN2 3.1: Mutant qHTS; U2OS KCNH2 3.1, thallium flux FluxOr; hits give low values; activity change, % (tested at about 1.8 µM); Potassium voltage-gated channel subfamily H member 2, brain isoform KCNH2 3.1 (human); 340,000 compounds, 0.95% hits;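 active means maximum activity change below -70%; inconclusive means maximum activity change from -70% to -50%; inactive means maximum activity change above -50%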;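 further: thallium influx rate constant from kinetic fluorescence after stimulation buffer; on the % scale 0 is the no-effect control and ±100 the full control effect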
#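 Thallium flux via FluxOr fluorescence (Red40 quencher, 45 min loading) in U2OS cells virally expressing the KCNH2 3.1 isoform (1.77 x 10^8 /mL virus, overnight at 37 C). Rate constants from 2-min kinetic reads post-stimulation, normalised to positive and negative controls.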
# FLuc counter = qHTS profiling assay for firefly luciferase inhibitor/activator using purifed enzyme and Km concentrations of substrates (counterscreen for miR-21 project) | purified FLuc, Km substrates, luminescence inhibition | Potency, µM (top dose mostly 57.5 µM), inactives show at the top dose activity change, negative = inhibition, actives largely listed as inhibitors | 360,000 compounds, 6.9% hits | AID 588342, 2011;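 further: potency means the concentration at half of the fitted maximal effect; plate controls were vehicle for no effect and reference inhibitor for full effect; nearly all actives have a fitted effect of over 55% in size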
#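 Purified P. pyralis luciferase, 10 nM final, with Km-level 10 uM D-luciferin and 10 uM ATP in 50 mM Tris acetate pH 7.5, 10 mM Mg acetate, 0.01% Tween-20, 0.05% BSA; 6-point qHTS titration about 60 µM downward; luminescence read.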
# RORg inh = qHTS for inhibitors of ROR gamma transcriptional activity; Nuclear receptor ROR-gamma (Mus musculus), P51450; Drosophila S2 Gal4-RORgamma UAS-luciferase reporter, 20 h; Potency, µM (doses to about 53.6 µM), for the others: at the highest dose activity change, negative = inhibition, most hits filed as inhibitors; 310,000 compounds, 5.4% hits; further: potency means the concentration at half of the fitted maximal effect; on the % scale 0 is the no-effect control and ±100 the full control effect; nearly all actives have a fitted effect of over 60% in size
# Target sequence (P51450 whole entry, looked up, the tested form may be a part): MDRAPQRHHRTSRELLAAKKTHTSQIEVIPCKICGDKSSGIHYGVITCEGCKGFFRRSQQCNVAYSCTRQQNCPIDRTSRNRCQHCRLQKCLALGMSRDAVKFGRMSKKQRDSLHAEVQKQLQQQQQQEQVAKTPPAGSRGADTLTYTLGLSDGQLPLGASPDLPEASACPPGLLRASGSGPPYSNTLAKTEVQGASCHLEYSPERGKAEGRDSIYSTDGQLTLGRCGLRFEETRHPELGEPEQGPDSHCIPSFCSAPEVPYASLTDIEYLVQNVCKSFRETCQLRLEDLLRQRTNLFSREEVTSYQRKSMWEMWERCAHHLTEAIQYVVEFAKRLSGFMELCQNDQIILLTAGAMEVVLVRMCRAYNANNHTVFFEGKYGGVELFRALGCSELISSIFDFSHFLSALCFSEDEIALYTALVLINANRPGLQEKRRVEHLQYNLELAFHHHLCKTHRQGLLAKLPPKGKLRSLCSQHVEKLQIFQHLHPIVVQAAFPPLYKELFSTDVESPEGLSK
#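 ROR gamma transcriptional activity was tracked as Gal4-UAS luciferase output in stably transfected Drosophila Schneider cells, with compound added 1 hr before 700 uM copper sulfate induction and a 20 hr ambient-temperature incubation.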
# uPA surface inh = qHTS for Inhibitors of Cell Surface uPA Generation. cell surface uPA generation assay, qHTS. Potency, µM (titrated, usually from 38.3 µM), without a hit: top-dose activity change, negative = inhibition, most hits filed as inhibitors. 330,000 compounds, 0.31% hits; active means well fitted inhibition curve with a large enough effect; inconclusive means small, poorly fitted or top-dose-only effect; inactive means no such curve, though single readings can be large or run the other way; tested in mouse RAW 264.7 cells; further: potency means the concentration at half of the fitted maximal effect; on the % scale 0 is the no-effect control and ±100 the full control effect; nearly all actives have a fitted effect of over 55% in size
# VP16 counter = VP16 counterscreen qHTS for inhibitors of ROR gamma transcriptional activity | Drosophila S2 Gal4-VP16 UAS-luciferase, luminescence, 20 h | Potency, µM (titrated, usually from 53.6 µM), without a hit: at the highest dose activity, negative = inhibition, usual class: inhibitors | 310,000 compounds, 3.5% hits | AID 2546, 2010;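 further: Gal4-VP16 expression switched on by copper sulfate through the metallothionein promoter; potency means the concentration at half of the fitted maximal effect; on the % scale 0 is the no-effect control and ±100 the full control effect; nearly all actives have a fitted effect of over 50% in size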
# * = called active by the depositor; u = inconclusive; x = not tested or not shown; [ ] = another dose, or the depositor's remark. Unless noted, the call rests on the fitted dose curve; in most records, active means well fitted curve in the direction sought with a large enough effect; inconclusive means small, poorly fitted or top-dose-only effect, or another doubt; inactive means no such curve, though single readings can be large; an effect the other way counts as inactive or inconclusive.
SMILES,FBPA coupling cs,NPC1 prom act,Giardia kill,ELG1 genotoxic,Tb PFK inh,Rab9 promoter act,KCNH2 3.1 inh,FLuc counter,RORg inh,uPA surface inh,VP16 counter
COc1ccc(C(C)NC(=O)Cc2ccc(Br)cc2)cc1 (stereo unspecified),2,-2%,10,0%,-20%,-1%,-4,-2%,37%,-4%,-1%
O=[N+]([O-])c1ccc(NC(=S)NCc2ccncc2)cc1,-1,-1%,8,-17%,u,-19%,12,1%,u,3%,0%[10 µM]
Cc1ccc(C)c(NC(=S)NC(C)C(c2ccccc2)N2CCN(C)CC2)c1 (stereo unspecified),3,-3%,-8,-3%,-3%,-2%,6,1%,13µM*,-5%,-17%
Cc1n[nH]c(C)c1S(=O)(=O)Nc1ccc2c(c1)OCCO2,-2,-2%,-1,u,-4%,12%,-4,u,u,-3%,0%
[NH-]c1ncnc2c1N=C[N+]2=CC=CCO,2,-2%,-15,4%,-4%,14%,6,-1%,2%,16%,12%
CN(C(=O)COC(=O)c1ccc2[nH]c3c(c2c1)CCCC3)C1CCS(=O)(=O)C1 (stereo unspecified),0,-5%,4,3%,0%,-3%,-6,u,6%,-17%,7%
O=c1cc(N2CCCCC2)c(-c2ccccc2)nn1Cc1cccc(Cl)c1,4,0%,15,-5%,3%,-7%,u,3%,19%,5%,-4%
COc1ccc(C=NNC(=O)c2ccccc2NS(=O)(=O)c2cccs2)cc1O,x,x,1,1%,-3%,x,8,x,x,-1%,x
COc1cc2ccccc2cc1C(=O)Nc1sc2c(c1C(N)=O)CCN(C(C)C)C2,0,-7%,x,-1%,3%,-6%,x,9.5µM*,13µM*,x,18µM*
Cc1ccc(N2C(=O)CC(Cc3cc(C)cc(C)c3)C2=O)cc1 (stereo unspecified),-1,-6%,-21,-5%,1%,-5%,-5,2%,34%,-2%,5%
O=C(NCC(c1ccco1)N1CCCC1)c1cccc(S(=O)(=O)Nc2ccc(F)cc2)c1 (stereo unspecified),x,-4%,-24,1%,9%,-8%,3,0%,x,12%,x
CN(C)n1cccc1/C=C(\C#N)S(=O)(=O)c1ccc(Cl)cc1,-2,-5%,2,-4%,1%,-3%,u,3%,u,2%,-10%
CC(NC(=O)Cc1ccccc1)c1ccc(F)cc1 (stereo unspecified),1,2%,7,2%,-1%,-8%,1,0%,8%,9%,-1%
COc1ccc(CC(=O)OCC(=O)NNC(=O)c2ccccc2)cc1,x,x,-12,3%,0%,x,-11,x,x,-9%,x
CCc1nnc(NC(=O)C2(C)COC(c3ccc(OC)cc3)OC2)s1 (stereo unspecified),2,-23%,-14,-13%,-1%,1%,4,-3%,7%,-14%,0%
O=C(NC1CCCC1)C1CCCN1C(=O)Oc1ccccc1 (stereo unspecified),4,-4%,3,17%,3%,0%,14,-1%,-1%,16%,-5%
Cc1sc2nc(C)n(/N=C/c3ccccc3O)c(=O)c2c1C,4,0%,-4,0%,5%,-1%,-12,0%,-1%,x,-8%
Cc1ccccc1C(=O)NC1CC2CCCC(C1)N2C(=O)Nc1ccccc1 (stereo unspecified),0,0%,7,1%,3%,4%,9,2%,19%,-3%,8%
COc1cc2c(c(OCC(=O)NC(C)C)c1)C(=O)O[C@@H](C)CCCC(=O)CCCCC2,0,-1%,-2,-7%,3%,-4%,-4,-1%,18%,-12%,13%
O=C(Cn1nnc(-c2ccc(Cl)cc2)n1)NC1CCS(=O)(=O)C1 (stereo unspecified),x,-4%,15,0%,-7%,0%,0,0%,x,1%,x
C=CCn1c(=O)c(CCC(=O)Nc2ccc(N3CCOCC3)cc2)nc2cc(C(F)(F)F)ccc21,x,2%,55[activator],2%,-8%,-14%,-3,1%,22%,-2%,-4%
C#CCOc1c(Cl)cc(/C=C2/C(=O)ON=C2C)cc1OCC,4,-2%,-21,-4%,1%,-3%,5,-22%,26%,-16%,2%
Cc1ccc(Cl)cc1N1CCN(C2CCCCC2NS(=O)(=O)c2ccccc2)CC1 (stereo unspecified),0,-4%,3,-6%,1%,0%,28,4%,-1%,15%,-12%
CCCN1CCC(NC(=O)Cc2ccccc2OC)CC1,-1,2%,6,0%,-5%,-2%,10,0%,-9%,1%,-9%
Cc1ccc(S(=O)(=O)CCC(=O)Nc2cc(Cl)ccc2-n2cncn2)cc1,x,-1%,0,0%,-5%,-5%,-5,-2%,x,-2%,x

# Next part (six carried over from the part before).
SMILES,FBPA coupling cs,NPC1 prom act,Giardia kill,ELG1 genotoxic,Tb PFK inh,Rab9 promoter act,KCNH2 3.1 inh,FLuc counter,RORg inh,uPA surface inh,VP16 counter
O=C(Cn1nnc(-c2ccc(Cl)cc2)n1)NC1CCS(=O)(=O)C1 (stereo unspecified),x,-4%,15,0%,-7%,0%,0,0%,x,1%,x
C=CCn1c(=O)c(CCC(=O)Nc2ccc(N3CCOCC3)cc2)nc2cc(C(F)(F)F)ccc21,x,2%,55[activator],2%,-8%,-14%,-3,1%,22%,-2%,-4%
C#CCOc1c(Cl)cc(/C=C2/C(=O)ON=C2C)cc1OCC,4,-2%,-21,-4%,1%,-3%,5,-22%,26%,-16%,2%
Cc1ccc(Cl)cc1N1CCN(C2CCCCC2NS(=O)(=O)c2ccccc2)CC1 (stereo unspecified),0,-4%,3,-6%,1%,0%,28,4%,-1%,15%,-12%
CCCN1CCC(NC(=O)Cc2ccccc2OC)CC1,-1,2%,6,0%,-5%,-2%,10,0%,-9%,1%,-9%
Cc1ccc(S(=O)(=O)CCC(=O)Nc2cc(Cl)ccc2-n2cncn2)cc1,x,-1%,0,0%,-5%,-5%,-5,-2%,x,-2%,x
Cc1sc2ncn(CC(=O)N(CC(=O)NC3CCCC3)Cc3cccs3)c(=O)c2c1C,3,-2%,8,-7%,7%,3%,1,2%,24%,-11%,u
CCOC(=O)C1(Cc2ccc(Cl)cc2)CCN(C2CCC2)CC1,-2,-1%,-8,-1%,-2%,-5%,-4,2%,-40%,-5%,-5%
O=C(O)c1ccccc1C(=O)Nc1nc(-c2ccccc2)cs1,6,11%,9,1%,2%,3%,4,u,21%,11%,0%
Cc1c(N(C)C(=O)C23CC4CC(CC(C4)C2)C3)c(=O)n(-c2ccccc2)n1C,2,-3%,-18,3%,0%,-7%,15,-1%,-1%,0%,-4%
O=C(Nc1cccc(Cl)c1)Nc1ccccc1-n1ccnc1,0,-3%,8,0%,-6%,5%,-9,-14%,7%,10%,1%
Cc1cccc(N2CCN(C(=O)CCNS(=O)(=O)c3ccc4c(c3)oc(=O)n4C)CC2)c1C,1,-7%,18,-2%[9.26 µM],3%,-4%,-8,1%,31%,-10%,-25%
CCc1ccc[n+](-c2nc3ccccc3nc2C(=C=[N-])C#N)c1,-1,7%,6,2%,1%,-3%,8,-8%,-34%,-9%,-14%
COc1cc(C(=O)OCc2cc(=O)oc3c(C)c(C)ccc23)ccc1OC(F)F,0,-45%[inhibitor],-1,7%,0%,0%,-10,-1%,u,x,-6%
COc1ccc(C(=O)C2CCCN(C(=O)c3c4c(nn3C)CCCC4)C2)cc1F (stereo unspecified),2,-6%,1,-6%,-2%,-5%,2,-2%,26%,-8%,7%
CCCn1nnnc1NCc1ccc(SC)cc1,2,-4%,8,-3%,3%,-1%,12,1%,-3%[1.91 µM],17%,5%
Cc1ccc(CCNC(=O)CCS(=O)(=O)Cc2ccc(C)cc2)cc1,6,1%,-2,1%,1%,0%,-8,0%,27%,5%,-5%
COc1cccc(C(=O)Nc2ccc3c(c2)C(=O)N(CC2CCCO2)C3=O)c1 (stereo unspecified),x,23%,-13,-9%,-18%,25%,-6,9.5µM*,25%,-9%,-30%
CCCC(C(=O)NCc1ccco1)N(Cc1ccco1)C(=O)CNS(=O)(=O)c1ccccc1 (stereo unspecified),1,2%,10,-8%,-5%,-2%,-3,2%,26%,-2%,-18%
O=C1CCC(=O)N1CC(=O)N1c2ccccc2Sc2ccccc21,0,-1%,3,2%,-1%,-2%,2,-2%,41%,10%,-1%
